# Cav3 T inh: Cav3.2 calcium influx blockers – cell-based, Fluo-4 calcium fluorescence, FDSS, MLSMR library, primary screen; B-score at 10 µM; hit rate 4% among 100,000; Cav3.2-expressing cells; hits give low values; AID 449739, 2010;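 active = single-dose well whose peak fluorescence ratio is a statistical outlier from its plate by either plate-standardised score or position-corrected B-score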
# * hit, by the source's call. This is a subset, so the mix of outcomes need not match the whole.
Cav3 T inh | molecule
-5* | O=C(CCc1ccccc1)N1CCN(c2ccc(Cl)cc2)CC1
0.25 | CCCCCC(=O)NC(NC(=S)N1CCOCC1)C(Cl)(Cl)Cl (stereo not given)
-1.8 | Cc1ccc(C)c(-n2c(SCC(=O)Nc3nnc(C)s3)nnc2-c2ccoc2C)c1
0.9 | CCc1nc2ccccc2n1CC(=O)N1CCN(S(=O)(=O)c2cccc(C(F)(F)F)c2)CC1
1.2 | CC(=O)Nc1ccc(SCC(=O)N(CCC#N)c2ccc(C)cc2)cc1
0.33 | CSC1=NC2(CCCCC2)C2=C(CCCC2)N1
-0.57 | Oc1ccc(N2CCN(c3ncnc4sc5c(c34)CCC5)CC2)cc1
-0.76 | CC(=O)C1=C(C)N(Cc2ccccc2)C(=O)N[C@H]1c1cccc(C(F)(F)F)c1
0.31 | COc1cccc(COCCN2CCN(S(=O)(=O)c3ccc(C)cc3)CCC2=O)c1
1.2 | Cc1ccc(NC(=O)NCCCN2CCOCC2)cc1
0.16 | Cc1cc(O)c(-c2cc(C(=O)NCc3ccc4c(c3)OCO4)[nH]n2)cc1C
1.6 | CC1Cn2c(nnc2-c2cc3ccccc3cc2O)S1 (stereo not given)
-0.017 | Cc1ccc(N2CCN(c3ccc(C)cc3)C2c2ccncc2)cc1
0.51 | CCc1ccccc1S(=O)(=O)Cc1ccc(C(=O)NC(C)C)o1
-0.012 | O=C(CCNC(=O)Cn1cnc2ccccc2c1=O)NCC1COc2ccccc2O1 (stereo not given)
0.011 | COc1ccc(C(=O)O)cc1S(=O)(=O)Nc1cccc(C)c1
0.22 | O=C(CSc1ccccc1C(=O)NCCCN1CCCC1=O)NCc1ccco1
-0.0086 | CCC(=O)N(Cc1cc2ccccc2[nH]c1=O)C(C)C
-0.035 | O=C1C2C3C=CC(C3)C2C(=O)N1c1ccc2ccccc2n1 (stereo not given)
-0.94 | CCOc1ccc(OCC)c(NC(=O)CN2CCN(c3cccc(C)c3)C(C)C2)c1 (stereo not given)
-2.6 | CCC(C(=O)O/N=C(\N)c1ccc(C)cc1)c1ccccc1 (stereo not given)
0.23 | COC(=O)c1ccc(CC(=O)c2ccc(O)cc2O)o1
-0.12 | COc1ccc2[nH]c(=O)c(-c3nnn(-c4ccc(Cl)nc4)n3)cc2c1
1.6 | Cc1nnc(SCC(=O)Nc2ccccc2N2CCOCC2)s1
0.87 | CC(=O)Nc1ccc(S(=O)(=O)NC2(C(F)(F)F)N=C(c3ccccc3)NC2=O)cc1 (stereo not given)
-0.4 | CCSC(=O)N(CC)CC(=O)Nc1c(CC)cccc1CC
1.4 | CC(C)NC(=O)c1cnc(N2CCN(c3ccccn3)CC2)c2ccccc12
-1.1 | C=C1C(=O)O[C@@H]2[C@H]1[C@@H](OC(=O)/C(C)=C/C)C/C(C)=C\C(=O)/C=C(\C)[C@@H]2O
-1.6 | COc1cc(OC)cc(N(C(=O)c2ccco2)C(C(=O)NC2CCCC2)c2ccc(N(C)C)cc2)c1 (stereo not given)
-0.06 | S=C(Nc1ccc(Cl)c(Cl)c1)NC1CCN(Cc2ccccc2)CC1

# Other structures.
Cav3 T inh | molecule
-1.2 | COc1ccc(-c2c3c(nc4sc(C(=O)Nc5ccccc5)c(N)c24)CCC3)cc1
-1.9 | Cc1cc(N2CCN(S(=O)(=O)c3ccc(Cl)cc3)CC2)c2ccccc2n1
0.37 | CCc1nc(SCC(=O)NCc2ccccc2)c2c(=O)n(C)c(=O)n(C)c2n1
-4 | CC(C)(C)n1nnnc1C(c1cccs1)N(Cc1cccnc1)Cc1ccco1 (stereo not given)
-0.53 | Cc1ccc(Cl)cc1N1CCN(C(=O)CN2C(=O)c3cccc4cccc2c34)CC1
0.76 | O=C(COC(=O)CCC(=O)c1cccs1)Nc1cccc(S(=O)(=O)N2CCOCC2)c1
0.018 | COCCNC(=O)C(c1cccs1)N(C(=O)Cn1nnc2ccccc21)c1cccc(C(C)=O)c1 (stereo not given)
-0.68 | COc1cc(CC(=O)Nc2ccc(S(=O)(=O)Nc3ncccn3)cc2)cc(OC)c1OC
-0.13 | O=C(Nc1ccc2c(c1)OCO2)Oc1ccccc1
-3.2 | O=C(C(Cc1ccccc1)NS(=O)(=O)c1cccc2cccnc12)N1CCc2ccccc21 (stereo not given)
-0.11 | CCOc1ccc(Nc2oc(-c3ccco3)nc2C#N)cc1
-0.049 | COc1ccc(NC(=O)c2ccc(NS(=O)(=O)c3c(C)noc3C)cc2)cc1OC
0.0069 | O=C(CC(C(=O)N1CCc2ccccc21)n1ccnc1)NCC1CCCO1 (stereo not given)
-0.076 | NC(=S)N/N=C/c1ccc(-c2ccc(Cl)c(Cl)c2)o1
-5.8* | CCC1Sc2ccccc2N(CC(=O)NCCC2=CCCCC2)C1=O (stereo not given)
-0.56 | C=CCn1c(C)cc(C(=O)COC(=O)C2CC(=O)N(Cc3ccccc3)C2)c1C (stereo not given)
2.4 | COc1ccc(/C=C/C(=O)c2ccc[nH]2)c(OC)c1OC
0.25 | Cc1ccc2c(c1)NC(=O)C(CC(=O)NCCCN1CCCC1=O)O2 (stereo not given)
-0.36 | COc1ccc(N2C(=O)CC(N3CCCC4CCCCC43)C2=O)cc1 (stereo not given)
-5.7* | COc1cccc(-c2nc(CS(=O)(=O)CC(=O)NCCCN3CCc4ccccc4C3)c(C)o2)c1
0.52 | O=C(CCn1nnc2ccccc2c1=O)N[C@@H](Cc1ccccc1)C(=O)O
1.1 | Cc1cc(C)cc(C(=O)NC(CC(N)=O)c2ccc(NC3CCCCC3)c([N+](=O)[O-])c2)c1 (stereo not given)
0.79 | c1ccc(C2=Nn3c(nnc3-c3ccncc3)SC2)cc1
-1.9 | COCc1nc(-c2ccc(-c3ccccc3)nc2OC)no1
-2.4 | CC1=CC(C)(C)N2C(=O)C3(SCC(=O)N3c3ccc(F)cc3)c3cc(C)cc1c32 (stereo not given)
0.18 | Clc1ccc(Cn2cc(/C=N/n3cnnc3)c3ccccc32)cc1
-1.8 | COc1cc(C2CC(=O)Oc3c(C(CCN4CCN(c5ccccc5)CC4)c4ccc(N(C)C)cc4)c(OC)cc(OC)c32)cc(OC)c1OC (stereo not given)
-0.038 | Cc1cc(=O)n(CC(C)O)c(O)c1C#N (stereo not given)
0.0058 | Cc1nnc(SCC(=O)Nc2sc3c(c2C#N)CCCC3)[nH]c1=O
0.064 | CCOc1ccc(C(Nc2ccc(C)cc2)P2(=O)OCCCO2)cc1 (stereo not given)

# Looked up above.
# Cav3 T inh with O=C1C2C3C=CC(C3)C2C(=O)N1c1ccc2ccccc2n1 (stereo not given) → -0.035
# Cav3 T inh with CCc1nc2ccccc2n1CC(=O)N1CCN(S(=O)(=O)c2cccc(C(F)(F)F)c2)CC1 → 0.9
# Cav3 T inh with CCOc1ccc(OCC)c(NC(=O)CN2CCN(c3cccc(C)c3)C(C)C2)c1 (stereo not given) → -0.94
# Cav3 T inh with CCC1Sc2ccccc2N(CC(=O)NCCC2=CCCCC2)C1=O (stereo not given) → -5.8*
# Cav3 T inh with COc1ccc2[nH]c(=O)c(-c3nnn(-c4ccc(Cl)nc4)n3)cc2c1 → -0.12

# Next section
Cav3 T inh | molecule
-0.062 | O=C(Nc1cccc(S(=O)(=O)c2cccc(NC(=O)C3CC3)c2)c1)C1CC1
0.61 | Cc1ccc(-n2c(=O)cc(N3CCN(Cc4ccccc4)CC3)[nH]c2=O)cc1
0.94 | Cc1oc2c(O)c(O)ccc2c(=O)c1-c1ccccc1
1.5 | Cc1ccc(-n2c(Cc3ccccc3)n[nH]c2=S)cc1
1.1 | CCc1n[nH]c(=O)n1Cn1c(CC)n[nH]c1=O
-0.11 | Nc1cccc2c1C(=O)N(C(=O)c1ccc(S(=O)(=O)N3CCCCCC3)cc1)C2=O
-1.5 | CS(=O)(=O)N1CCN(c2ccccc2NC(=O)c2ccc3ccccc3c2)CC1
1.2 | O=C(NCc1ccccn1)C1CCN(Cc2cnn(-c3ccccc3)c2-n2cccc2)CC1
-0.66 | CC1CCc2c(sc(NC(=O)CN3CCN(C(=O)c4ccco4)CC3)c2C#N)C1 (stereo not given)
0.55 | Cc1ccc(C)c(S(=O)(=O)NC(C)C(=O)Nc2ccc(-c3nc4ccccc4s3)cc2)c1 (stereo not given)
0.27 | Cc1ccc(-c2c3c(=O)n(C)c(=O)n(C)c3cn2Cc2ccccn2)cc1
-0.44 | Cc1cccc(N(CC(N)=O)S(C)(=O)=O)c1C
0.45 | C=CCNC(=O)c1cc(-c2ccccc2O)on1
-0.098 | c1cc(CNc2ccc3c(c2)OCCO3)ccn1
-0.48 | CCN(c1ccccc1)S(=O)(=O)c1ccc(NC(=S)NC(=O)c2cccs2)cc1
-0.77 | COc1cccc(SCc2noc(C(=O)NCC3CC3)c2C(=O)NCC2CC2)c1
0.76 | Cc1ccnc(SCCn2c(N3CCN(Cc4ccccc4)CC3)nc3c2c(=O)[nH]c(=O)n3C)n1
0.073 | O=C(c1ccco1)N1CCN(c2cc(C(F)(F)F)nc3ncnn23)CC1
0.071 | COc1ccc(-c2cc(=O)oc3cc(OC(C)C(=O)O)ccc23)cc1 (stereo not given)
0.11 | O=C(O)C(O)Cc1c[nH]c2ccccc12 (stereo not given)
1.5 | CCCc1nnc(NC(=O)CCCC(=O)O)s1
0.4 | CCN(CC)c1ccc(C(=O)OCC(=O)NCC2CCCO2)cc1 (stereo not given)
-0.13 | O=C(NCCCN1CCCC1=O)c1cc(NS(=O)(=O)c2ccc(F)cc2)cc(NS(=O)(=O)c2ccc(F)cc2)c1
0.44 | CCCn1nc2cc(C(=O)NCc3ccccc3OC)ccc2c1OCC
-5.1* | Cc1nnc(-c2cnn(C)c2N)n1Cc1ccccc1
0.66 | COc1ccc(Br)cc1C1N2CC3(C)CN1CC(C)(C2)C3=O (stereo not given)
0.52 | CCSc1nc2c(c(=O)[nH]1)C(c1ccncc1)C(C(=O)OC(C)C)=C(C)N2 (stereo not given)
1.1 | Cc1cc(C(=O)NCc2cccnc2)cs1
0.19 | COc1ccccc1N(CC(=O)Nc1cccnc1)S(C)(=O)=O
0.41 | N#CC1=C(N)OC2=C(C(=O)CCC2)C1c1ccncc1 (stereo not given)

# (list continues)
Cav3 T inh | molecule
2.3 | COc1cc(OC)c(-c2nn3c(-c4ccco4)nnc3s2)cc1OC
0.35 | CCCn1c(SCC(=O)Nc2cccc(NC(C)=O)c2)nnc1C(C)C
0.75 | CCc1nnc(NC(=O)C2Cc3ccccc3C(=O)O2)s1 (stereo not given)
0.3 | Cn1c(=O)c2c(n3cnnc13)-c1ccccc1CC21CCCC1
1.2 | CCOc1ccc(OCC)c(NC(=O)c2[nH]c(C)c(C(C)=O)c2C)c1
0.64 | C[C@@H]1C[C@H](O)c2cc(Cl)ccc2N1
-2.5 | O=C(Cn1cc2c(n1)CCCC2)Nc1cc(-c2cccc(Cl)c2)no1
0.87 | Cc1cc(=O)n(CC(C)C)c(O)c1C#N
-0.29 | COCCCNC(=O)c1c(N)n(-c2cccc(S(N)(=O)=O)c2)c2nc3ccccc3nc12
1 | CN(C)S(=O)(=O)CC12CCC(CC1=O)C2(C)C (stereo not given)
-0.55 | Cc1cc(C(=O)Nc2cccnc2Cl)on1
0.48 | C/C(=N/O)c1cc(C(C)(C)C)c(O)c(C(C)(C)C)c1
-0.7 | CCC1CCc2c(sc3ncnc(N4CCOCC4)c23)C1 (stereo not given)
0.76 | CCN(CC)CCNC(=O)c1ccc(Cl)c(S(=O)(=O)N2CCCCCC2)c1
0.2 | Cc1nn(CC(=O)NCCCN2CCOCC2)c(C)c1[N+](=O)[O-]
0.023 | C/C=C\C=C/C(=O)Nc1cccc(C2=NOC3(C2)C[C@@H](C(N)=O)N(C(=O)COc2ccc(Cl)cc2)C3)c1 (stereo not given in full)
-0.43 | CCOC(=O)C1=C(N)n2c(s/c(=C\c3ccco3)c2=O)=C(C(=O)OCC)C1c1ccco1 (stereo not given)
0.0013 | COc1cc2c(C#N)c(N3CCN(C)CC3)nc(N)c2c(N)n1
-2.3 | COc1ccc2c(c1)C(=O)N(c1ccccc1)C(=O)C2
0.43 | Cc1cccc(NC(=S)NCC2CCCO2)c1 (stereo not given)
-1 | COc1cc(OC)c(NC2c3ccccc3C(=O)N2c2cc(C)ccn2)cc1Cl (stereo not given)
0.95 | COC(=O)c1c(N=CN(C)C)c(C#N)c2n1CCCC2
0.57 | CCOC(=O)Cn1nc(-c2ccc(Cl)cc2)ccc1=O
0.86 | COc1ccc2c(C)nc(Nc3nc(C)c(C)c(=O)[nH]3)nc2c1
-0.12 | CC(=O)c1ccc(NS(=O)(=O)c2cccc(C)c2)cc1
-0.69 | COc1ccccc1N1CCN(C(=O)C2C3C=CC4(CN(Cc5ccccc5Cl)C(=O)C24)O3)CC1 (stereo not given)
0.12 | CCOc1ccccc1NC(=O)NC1(C(=O)N2CCN3CCCC3C2)CCCCC1 (stereo not given)
1.4 | CCC(c1nnnn1C1CCCC1)N1CCN(Cc2ccccc2)CC1 (stereo not given)
-3.6 | CN(c1ccccc1C(=O)Nc1cccc(C(F)(F)F)c1)S(C)(=O)=O
1.7 | Cc1csc(/C(=N\O)c2csc(C)n2)n1

# Next part:
Cav3 T inh | molecule
0.37 | CCc1ccc(N(C(=O)c2csnn2)C(C(=O)NC(C)(C)C)c2ccncc2)cc1 (stereo not given)
0.52 | COCc1nnc(NC(=O)c2sc3ccccc3c2Cl)s1
0.33 | NC(=O)C1CCN(C2OC(=O)c3ccccc32)CC1 (stereo not given)
0.22 | O=C(Cn1nnc(-c2ccc(OCc3ccccc3F)cc2)n1)N1CCOCC1
-5.7* | O=C(/C=C/c1ccccc1)NCCSCc1ccccc1Cl
0.02 | Cc1ccc(S(=O)(=O)NNC(=O)CCC(=O)Nc2ccccc2)cc1

# A draw from above in order of length of the SMILES, lowest first.
Cav3 T inh | molecule
1.7 | Cc1csc(/C(=N\O)c2csc(C)n2)n1
0.52 | COCc1nnc(NC(=O)c2sc3ccccc3c2Cl)s1
1.4 | CCC(c1nnnn1C1CCCC1)N1CCN(Cc2ccccc2)CC1 (stereo not given)
0.02 | Cc1ccc(S(=O)(=O)NNC(=O)CCC(=O)Nc2ccccc2)cc1
0.22 | O=C(Cn1nnc(-c2ccc(OCc3ccccc3F)cc2)n1)N1CCOCC1
-3.6 | CN(c1ccccc1C(=O)Nc1cccc(C(F)(F)F)c1)S(C)(=O)=O
0.37 | CCc1ccc(N(C(=O)c2csnn2)C(C(=O)NC(C)(C)C)c2ccncc2)cc1 (stereo not given)
